# MmCpn inh – blocks the Methanococcus maripaludis chaperonin Mm-Cpn; Potency, µM (highest dose often 76.9 µM), for inactives: top-dose activity, negative = inhibition, actives largely listed as inhibitors; purified Mm-Cpn ATPase, ADP Transcreener TR-FRET; 330,000 compounds, 0.031% hits; note: potency is the fitted concentration of half-maximal effect; % is set by controls: 0 for no effect and ±100 for the full control effect; nearly all actives have a fitted effect of over 80% in size
#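 Inhibition of chaperonin ATP hydrolysis is measured as reduced ADP production, detected by competitive TR-FRET in which signal falls with ADP. Final enzyme 25 nM and ATP 10 uM, reacted 30 min at 37°C.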
# EPAC2 antag – blocks human EPAC2 exchange factor; Q8WZA2; EPAC2 GEF exchange of Rap1B-BODIPY-GDP, fluorescence; Potency, µM (top dose mostly 114 µM), inactives show at the highest dose activity, negative = inhibition, most hits filed as inhibitors; 360,000 compounds, 0.18% hits; note: potency is the fitted concentration of half-maximal effect; % is set by controls: 0 for no effect and ±100 for the full control effect; nearly all actives have a fitted effect of over 45% in size; many of its hits are not listed in these tables
# Target sequence (Q8WZA2 whole entry, looked up): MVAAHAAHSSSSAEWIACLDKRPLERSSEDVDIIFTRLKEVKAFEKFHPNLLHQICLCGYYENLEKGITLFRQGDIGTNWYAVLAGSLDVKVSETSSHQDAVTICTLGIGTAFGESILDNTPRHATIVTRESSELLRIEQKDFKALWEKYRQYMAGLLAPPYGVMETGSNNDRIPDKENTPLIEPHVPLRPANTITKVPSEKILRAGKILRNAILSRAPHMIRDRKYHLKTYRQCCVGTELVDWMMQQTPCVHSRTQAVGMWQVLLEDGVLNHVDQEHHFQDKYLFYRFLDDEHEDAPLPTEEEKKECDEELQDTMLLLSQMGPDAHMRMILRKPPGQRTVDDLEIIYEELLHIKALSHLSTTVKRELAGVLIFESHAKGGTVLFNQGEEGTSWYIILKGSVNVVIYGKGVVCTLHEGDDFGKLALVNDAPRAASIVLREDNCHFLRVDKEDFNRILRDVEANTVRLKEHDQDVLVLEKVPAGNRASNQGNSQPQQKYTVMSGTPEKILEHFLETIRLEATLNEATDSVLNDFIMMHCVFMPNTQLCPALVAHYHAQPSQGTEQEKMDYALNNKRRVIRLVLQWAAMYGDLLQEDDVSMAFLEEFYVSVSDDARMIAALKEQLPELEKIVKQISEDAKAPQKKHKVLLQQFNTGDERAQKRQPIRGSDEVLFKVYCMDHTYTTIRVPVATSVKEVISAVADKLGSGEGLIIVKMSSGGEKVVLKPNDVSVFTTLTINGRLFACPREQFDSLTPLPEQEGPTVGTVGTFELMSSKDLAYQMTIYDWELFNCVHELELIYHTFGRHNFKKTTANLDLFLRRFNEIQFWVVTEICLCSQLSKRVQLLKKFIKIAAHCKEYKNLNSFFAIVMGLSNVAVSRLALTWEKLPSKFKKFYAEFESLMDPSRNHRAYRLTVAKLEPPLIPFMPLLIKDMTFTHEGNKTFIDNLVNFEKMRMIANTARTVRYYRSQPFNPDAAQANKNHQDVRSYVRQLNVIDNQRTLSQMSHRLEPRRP
# TGFb inhibitor – TGF-b pathway inhibition. HepG2 CAGA-GFP TGF-b/SMAD3 reporter, GFP fluorescence, 18 h; TGF-beta stimulated, 500 pg/mL final. Potency, µM (titrated, usually from 46.1 µM), for the others: at the highest dose activity, negative = inhibition, hits mostly inhibitors. 410,000 compounds, 1.2% hits. AID 588855; note: potency is the fitted concentration of half-maximal effect; % is set by controls: 0 for no effect and ±100 for the full control effect; nearly all actives have a fitted effect of over 65% in size
#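 Read-out: total well GFP (ex488/em500-530) summed from mean per-cell fluorescence. Cells: HEPG2 CAGA-GFP, 1% FBS DMEM, 18 h at 37 degrees C with 500 pg/mL final TGF-beta. Unstimulated wells served as the full-inhibition control; stimulated DMSO wells = 0%.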
# EPAC2 ag – agonists of human EPAC2 (RAPGEF4); EPAC2 activation, biochemical qHTS; response scale: 100% = 6.5 mM cAMP response; Potency, µM (doses to about 154 µM), inactives show top-dose activation, hits mostly activators; 360,000 compounds, 0.079% hits; AID 720711; note: potency is the fitted concentration of half-maximal effect; nearly all actives have a fitted effect of over 50% in size
#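 Fluorescence exchange assay: 100 nM EPAC2 with 250 nM RAP1B-BODIPY-GDP and 50 uM GDP; compounds tested as a concentration-titration series (qHTS). Loss of Rap1-bound BODIPY-GDP fluorescence read at 480/540 nm; data normalized to 6.5 mM cAMP.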
# A549 tox – counter-screen for Nrf2 inhibitors: cytotoxicity in A549 cells; A549 ARE-Fluc cells, CellTiter-Fluor viability, 18-24 h; Potency, µM (titrated, usually from 46 µM), for the others: at the top dose activity change, negative = cytotoxicity, actives largely listed as inhibitors; 390,000 compounds, 0.16% hits; note: potency is the fitted concentration of half-maximal effect; % is set by controls: 0 for no effect and ±100 for the full control effect
#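 A549 ARE-Fluc cells in 5% FBS OPTI-MEM, 5000 cells/well, rested 2 h then exposed to compounds in concentration-response for 18-24 h at 37 °C. Viability by CellTiter-Fluor fluorescence (Ex 405/Em 525) after 30 min; luciferase luminescence (BugLite, 15 min, RT) read afterwards.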
# pAkt inh – inhibitors of Akt phosphorylation; Neuro2A IGF-stimulated pAkt S473 HTRF, 20 min; hits give low values; activity change, % for hits at 50 µM; 360,000 compounds, 0.32% hits; AID 651550; in the data active = activity change below about -80%; inconclusive = mostly about -51% to -80%; note: % is set by controls: 0 for no effect and ±100 for the full control effect
#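 Single-point screen (50 µM final compound) in Neuro2A cells stimulated 20 min with 6 nM IGF at 37 deg C. After lysis, Ser473-phosphorylated Akt read by HTRF (ex 330 nm, em 615/665 nm) as the 665/615 ratio.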
# Nrf2 ARE act – Nrf2 pathway activation | AREc32 ARE-luciferase reporter (MCF7-derived line), luminescence, 24 h | Potency, µM (highest dose often 46.1 µM), inactives show at the top dose activation, usual class: activators | 410,000 compounds, 0.31% hits | AID 624171; note: potency is the fitted concentration of half-maximal effect; % of control where 0% means no effect; nearly all actives have a fitted effect of over 65% in size
#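 Each well held 1000 AREc32 cells, which were incubated with compound for 24 hr at 37 deg C after overnight attachment, and ARE reporter activity was quantified by firefly luciferase luminescence.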
# CCT modulator – changes cytosolic chaperonin activity | purified chaperonin ATPase assay, HTRF ADP detection, 30 min | 360,000 compounds, 0.3% hits | activity change, % (concentration not given with the values), hits read low; in the data active = activity change below about -30%; note: % is set by controls: 0 for no effect and ±100 for the full control effect
#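 Nucleotide hydrolysis assay: TRiC at 20–40 nM final (set by batch activity) with 10 uM ATP, 30 min at 37 °C, in presence of 76 uM compound. Detection by competitive ADP HTRF, 30 min ambient.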
# Nrf2 inh – Nrf2 pathway inhibition. Potency, µM (highest dose often 46 µM), without a hit: top-dose activity change, negative = inhibition, hits mostly inhibitors. AID 504444. A549 ARE-Fluc reporter, luciferase luminescence, 18-24 h. 360,000 compounds, 2.1% hits; note: potency is the fitted concentration of half-maximal effect; % is set by controls: 0 for no effect and ±100 for the full control effect; nearly all actives have a fitted effect of over 60% in size
#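 Two sequential reads on A549 ARE_Fluc cells exposed to compound for 18-24 h: a CellTiter-Fluor fluorescence read for viability, then a luciferase luminescence read for Nrf2/ARE activity.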
# Active calls of the source: *; i = inactive; u = inconclusive; x = not tested or not shown; & = joins results of further samples; [ ] = dose if it differs, or a comment. Unless noted, calls come from the whole dose curve; as a rule, active = well fitted curve in the direction sought with a large enough effect; inconclusive = small, poorly fitted or top-dose-only effect, or another doubt; inactive = no such curve, though single readings can be large; an effect the other way counts as inactive or inconclusive. The list is partial; count on the stated rates, not on these rows.
# Screens in order: EPAC2 ag | Nrf2 inh | pAkt inh | TGFb inhibitor | MmCpn inh | EPAC2 antag | Nrf2 ARE act | A549 tox | CCT modulator
> Cc1ccc2c(c1)nc(NCCCO)n2C
→ 9.1% | x | i | -24.0% | 1.4% | 0.1% | -0.8% | 1.0% | 0.6
> CSc1nsc(SCC(=O)N2CCCCC2)n1
→ 23.2% | u | i | -29.1% | -0.9% | 4.8% | 2.7% | -2.2% | 0.3
> COc1ccc(C(=O)OCC(=O)NCC2CCCCC2)cc1S(=O)(=O)N1CCCc2ccccc21
→ -0.6% | 3.2% | i | 5.2% | -0.9% | -5.3% | -0.1% | -0.6% | -1.0
> CCN1CCN(C(=O)N(CC(=O)Nc2ccc(C(N)=O)cc2)S(=O)(=O)c2ccc(C)cc2)CC1
→ -14.4% | 15.2% | i | 7.6% | 1.5% | -3.7% | 1.5% | -3.6% | -2.5
> CN1C(=O)N(c2nnc(C(C)(C)C)s2)C(=O)C1c1ccccc1 (stereo not drawn)
→ 11.4% | -2.0% | i | 9.1% | -2.7% | 3.4% | -0.7% | 5.5% | 0.0
> O=C(CSc1ccccc1)NCc1ccco1
→ 6.6% | 63.6% | i | 3.4% | -0.7% | -1.0% | 1.5% | 2.0% | 0.3
> Cc1cccc(N2CCN(C(=O)c3noc4c3COc3ccc(C)cc3-4)CC2C)c1 (stereo not drawn)
→ -1.2% | 2.4%&8.5% | i | -13.7%&6.1% | 0.8% | 0.3% | 0.3%&-0.6% | 3.0%&-5.9% | -1.3
> O=C(N/N=C/c1ccc[nH]1)c1sc2ccccc2c1Cl
→ 9.0% | -28.2% | i | u | 1.5% | -1.1% | 15.8% | u | -1.5
> Cc1sc2nc(CN3CCOCC3)nc(NCCc3ccccc3)c2c1C
→ -2.0% | -18.9% | i | 1.7% | 1.6% | -6.7% | 4.9% | 13.7% | 2.4
> Cc1nc(SCC(=O)NCC2CCCO2)nc(C)c1C (stereo not drawn)
→ 2.1% | -24.1% | i | 0.0% | -5.4% | 1.4% | -0.6% | -4.5% | -3.5
> COc1ccc(OC)c(NC(=O)Cc2cccs2)c1
→ -7.3% | 13.6% | i | -1.1% | -0.6% | -1.6% | 0.4% | 4.3% | -1.8
> N#Cc1c(-n2cccc2)cccc1-n1cccc1
→ -7.0% | x | i | 5.1% | 0.2% | -1.1% | 3.0% | 5.0% | -3.4
> CC(C)(C)C(=O)NC1CC2CCCC(C1)N2C(=O)Nc1ccccc1 (stereo not drawn)
→ -0.7% | 1.9% | i | -2.8% | u | -3.1% | -0.3% | -0.6% | -2.4
> COc1ccc(C(=O)NC(Cn2ccnc2)C(C)(C)C)cc1OC1CCN(C(C)C)CC1 (stereo not drawn)
→ 3.6% | u | i | -19.1% | -1.2% | 16.6% | -0.2% | 4.3% | 1.3
> COc1ccc(Cl)cc1CC1(C)C(=O)Nc2c(Cl)cccc21 (stereo not drawn)
→ 12.7% | x | i | u | x | u | 9.0% | x | -1.1
> Cc1ccc(NS(=O)(=O)c2ccc(OCC(=O)NCc3ccccn3)cc2)cc1
→ 3.7% | -2.5% | i | 0.0% | x | 1.4% | -0.4% | -4.2% | -2.1
> Cc1nn(-c2ccc(C(=O)Nc3nnc(C4CC4)s3)cc2)c(C)c1Cl
→ -6.9% | -4.2% | i | -23.7% | -3.1% | 2.8% | -0.7% | -8.7% | 0.3
> Cc1ccc(CN2CCN(CCCn3cccn3)CC2CCO)cc1 (stereo not drawn)
→ 4.7% | 0.8% | i | 7.1% | 2.8% | 4.2% | 0.0% | 5.2% | -1.2
> CCC1Oc2ccc(C)cc2N(CC(=O)NCc2cc(OC)ccc2OC)C1=O (stereo not drawn)
→ 7.1% | 2.6% | i | -3.7% | 1.2% | 0.1% | -0.4% | -2.1% | -5.6
> CCOC(=O)C1=C(CSc2nccn2C)NC(=O)NC1c1ccc2c(c1)OCO2 (stereo not drawn)
→ 6.7% | -11.1% | i | -21.6% | -0.7% | -1.8% | -0.8% | -1.4% | -1.6
> COc1ccccc1C(=O)COC(=O)CN1C(=O)NC2(CCCC2)C1=O
→ 7.8% | -7.7% | i | 10.0% | 0.8% | 12.9% | 0.0% | -1.2% | 1.6
> CCc1nn(CC(=O)NCCc2ccc(OC)c(OC)c2)c(=O)c2cc3occc3n12
→ x | 11.7% | x | -19.9% | x | x | -0.5% | 3.4% | x
> COc1cc(C(=O)N2CCC(C(N)=O)CC2)ccc1OCc1c(C)noc1C
→ 8.4% | -2.6% | i | 19.1% | 0.6% | 3.0% | 0.2% | 1.7% | -3.1
> CCCCOc1ccc(C(O)C(CN2CCCCC2)c2ccccc2)cc1 (stereo not drawn)
→ 6.0% | -4.2% | i | -14.8% | -4.4% | 0.9% | 2.0% | -6.7% | -1.6
> Cc1c(NCc2cccnc2)cccc1C(=O)O
→ 9.1% | -6.1% | i | -2.3% | 1.4% | 5.0% | 0.0% | 1.5% | -1.1
> Cc1cccc(C)c1Nc1nnc(SCc2nc3ccccc3s2)s1
→ 8.9% | u | i | -4.3% | -9.4% | -2.5% | 13.9% | -5.8% | 0.6
> CCOc1ccc(C(=O)Nc2nnc(SCC(=O)NCC3CCCO3)s2)cc1 (stereo not drawn)
→ 11.4% | u | i | -8.0% | 1.8% | 1.7% | -2.2% | 6.0% | -2.6
> COCCCNC(=O)CCS(=O)(=O)Cc1ccc(C)cc1
→ 1.8% | 3.8% | i | -0.7% | 1.3% | 4.1% | -0.9% | -5.3% | -2.5
> O=C(NCc1ccco1)c1ccc(COc2cc(Cl)ccc2Cl)cc1
→ -7.6% | u | i | u | -1.0% | -13.3% | 6.2% | -2.8% | -0.1
> O=C(O)C[C@@H](CNC(=O)COc1ccc2ccc(=O)oc2c1)c1ccc(Cl)cc1
→ 2.1% | 16.6% | i | 12.2% | -0.6% | 12.7% | -0.7% | -0.3% | -0.4
> CCCC(=O)N1c2nc(C(C)C)nn2C2(CCCCC2)[C@@H]2CCCC[C@@H]21
→ x | -9.5% | x | u | x | x | 0.3% | 0.1% | x
> O=C(c1ccccc1F)N1CCN(c2cccc(C(F)(F)F)c2)CC1
→ 0.1% | 18.4µM* | i | 4.6% | -0.8% | -16.7% | -0.6% | u | -1.2
> C#CCN1C(=O)C(O)(CC(=O)c2cccc(OC)c2)c2ccccc21 (stereo not drawn)
→ 5.8% | 17.4% | i | -9.2% | -1.6% | 8.2% | -0.4% | -0.3% | -1.5
> COc1ccc(OCCOC(=O)CCS(=O)(=O)c2ccc(C)cc2)cc1
→ 9.5% | 13.8% | i | -8.0% | 2.2% | -13.8% | -0.1% | 0.9% | 0.6
> CCSc1ccccc1C(=O)NC1CCCCC1
→ u | 15.7% | i | 4.5% | -1.8% | 14.4% | -1.0% | -0.5% | -1.8
> CCc1ccc2[nH]c(=O)c(CN(Cc3ccc4c(c3)OCO4)C(=O)c3ccco3)cc2c1
→ -10.6% | u | i | u | -1.3% | 5.1% | 0.0% | 2.9% | -2.8
> C[C@@H]1CN([C@@H](C)CO)C(=O)c2cc(Br)cnc2O[C@H]1CN(C)C(=O)c1cccc(F)c1
→ 3.7% | x | i | 34.9%[activator] | x | 3.9% | 0.2% | x | -0.5
> Clc1cccc(OCCCCCN2CCOCC2)c1
→ 4.1% | 4.6% | i | 6.9% | 0.7% | -4.0% | 0.3% | 3.3% | -1.9
> CCOC(=O)c1ccc(S(=O)(=O)N2CCN(S(=O)(=O)CC)CC2)cc1
→ -13.8% | -3.3% | i | -5.6% | -0.3% | -7.1% | 0.8% | 1.5% | -0.4
> NC(=O)CC(NC(=O)Cc1ccc(Cl)cc1)c1ccc(NC2CCN(Cc3ccccc3)CC2)c([N+](=O)[O-])c1 (stereo not drawn)
→ -1.8% | 5.7% | i | -2.3% | -1.4% | -11.7% | 7.0% | -14.1% | 1.3
> Cc1nnc(NC(=O)c2nc(SCc3ccccc3F)ncc2Cl)s1
→ x | -24.6% | x | -2.4% | x | x | 0.0% | -19.1% | x
> CC(O)CNCCCOc1ccccc1OCc1ccccc1 (stereo not drawn)
→ -6.0% | 25.2% | i | -10.4% | 1.8% | -0.2% | 0.2% | -9.1% | -2.7

# Already shown: an excerpt of the list.
# Screens in order: EPAC2 ag | Nrf2 inh | pAkt inh | TGFb inhibitor | MmCpn inh | EPAC2 antag | Nrf2 ARE act | A549 tox | CCT modulator
> CCc1ccc2[nH]c(=O)c(CN(Cc3ccc4c(c3)OCO4)C(=O)c3ccco3)cc2c1
→ -10.6% | u | i | u | -1.3% | 5.1% | 0.0% | 2.9% | -2.8
> C[C@@H]1CN([C@@H](C)CO)C(=O)c2cc(Br)cnc2O[C@H]1CN(C)C(=O)c1cccc(F)c1
→ 3.7% | x | i | 34.9%[activator] | x | 3.9% | 0.2% | x | -0.5
> Clc1cccc(OCCCCCN2CCOCC2)c1
→ 4.1% | 4.6% | i | 6.9% | 0.7% | -4.0% | 0.3% | 3.3% | -1.9
> CCOC(=O)c1ccc(S(=O)(=O)N2CCN(S(=O)(=O)CC)CC2)cc1
→ -13.8% | -3.3% | i | -5.6% | -0.3% | -7.1% | 0.8% | 1.5% | -0.4
> NC(=O)CC(NC(=O)Cc1ccc(Cl)cc1)c1ccc(NC2CCN(Cc3ccccc3)CC2)c([N+](=O)[O-])c1 (stereo not drawn)
→ -1.8% | 5.7% | i | -2.3% | -1.4% | -11.7% | 7.0% | -14.1% | 1.3
> Cc1nnc(NC(=O)c2nc(SCc3ccccc3F)ncc2Cl)s1
→ x | -24.6% | x | -2.4% | x | x | 0.0% | -19.1% | x
> CC(O)CNCCCOc1ccccc1OCc1ccccc1 (stereo not drawn)
→ -6.0% | 25.2% | i | -10.4% | 1.8% | -0.2% | 0.2% | -9.1% | -2.7
